Screening results (PubChem BioAssay)
MITF primary: blocks human microphthalmia-associated transcription factor. hit rate 0.91% among 650,000. AlphaScreen MITF homodimerization, bead proximity signal. inhibition, % at 2.6 µM. AID 1259374. O75030; in the data active = inhibition above about 50%;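 note: 0% = vehicle wells with protein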
Target sequence (O75030 whole entry, looked up): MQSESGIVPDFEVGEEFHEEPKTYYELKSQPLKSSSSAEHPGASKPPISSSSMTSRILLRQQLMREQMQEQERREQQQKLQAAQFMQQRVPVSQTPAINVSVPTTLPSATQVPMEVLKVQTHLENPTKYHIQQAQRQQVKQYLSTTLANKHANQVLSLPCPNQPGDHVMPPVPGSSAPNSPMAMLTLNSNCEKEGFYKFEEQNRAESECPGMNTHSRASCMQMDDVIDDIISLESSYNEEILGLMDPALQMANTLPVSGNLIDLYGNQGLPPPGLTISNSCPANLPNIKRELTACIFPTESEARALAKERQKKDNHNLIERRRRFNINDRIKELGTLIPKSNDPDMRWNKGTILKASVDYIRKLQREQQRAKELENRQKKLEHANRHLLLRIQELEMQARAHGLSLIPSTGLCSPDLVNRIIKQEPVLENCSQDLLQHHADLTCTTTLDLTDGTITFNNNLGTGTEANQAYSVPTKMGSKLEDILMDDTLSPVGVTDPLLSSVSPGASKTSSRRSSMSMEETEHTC
FBW7 act: activators of human E3 ligase FBW7; normalized activity (activation), % at 26.1 µM; Q969H0; hit rate 0.13% among 650,000; AlphaScreen FBW7–phospho-cyclin E peptide binding, activator screen; in the data active = normalized activity above about 1.9%;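 note: purified mutant Fbw7 with reduced substrate affinity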
GPR151 activ: activates the human receptor GPR151 | Q8TDV0 | PathHunter beta-arrestin GPR151 cells, luminescence | activation, % at 11.2 µM | hit rate 1% among 650,000; in the data active = activation above about 4.9%;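 note: 0% = median of compound wells and 100% = cells with positive control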
Target sequence (Q8TDV0 whole entry, looked up): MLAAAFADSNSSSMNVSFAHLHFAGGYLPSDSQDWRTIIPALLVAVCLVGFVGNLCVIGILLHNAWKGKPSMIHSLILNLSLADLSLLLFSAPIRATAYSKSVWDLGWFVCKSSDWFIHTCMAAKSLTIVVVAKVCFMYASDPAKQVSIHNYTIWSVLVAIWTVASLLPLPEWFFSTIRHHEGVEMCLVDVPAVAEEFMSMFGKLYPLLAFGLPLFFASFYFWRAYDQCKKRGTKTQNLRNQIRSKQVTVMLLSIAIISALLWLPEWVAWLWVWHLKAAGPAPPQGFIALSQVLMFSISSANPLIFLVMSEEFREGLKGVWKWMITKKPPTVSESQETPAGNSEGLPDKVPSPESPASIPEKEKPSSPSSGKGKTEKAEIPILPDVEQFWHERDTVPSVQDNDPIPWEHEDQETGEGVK
TEAD-YAP inh: TEAD-YAP interaction inhibition; HEK-TIYL cells, TEAD-Gal4/YAP UAS-luciferase luminescence; inhibition, % at 9.12 µM; hit rate 1.4% among 640,000; in the data active = inhibition above about 32%;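 note: 0% = median of test compound wells and 100% = reference inhibitor wells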
* hit, by the source's call; & = joins results of further samples.

SMILES	MITF primary	FBW7 act	GPR151 activ	TEAD-YAP inh
Nc1c(Cl)c(Cl)nc(C(=O)N/N=C/c2ccc3c(c2)OCO3)c1Cl	7	0.0	0.0	-2
CCN(CC)S(=O)(=O)c1cc(C(=O)NC2CCCCC2)ccc1C	4	0.0	-1.4	23
CCc1ccc(NC(=O)COC(=O)COc2ccc(Cl)cc2)cc1	-18	0.1	0.6	-5
O=C1OC(c2ccc([N+](=O)[O-])cc2Cl)=N/C1=C\c1ccc(F)cc1	2	0.1	-0.1	-5
CCCCCN(C(=O)NC(=O)Nc1ccccc1OC)S(C)(=O)=O	9	-0.1	-1.0	7
CC(=O)C(C)Sc1ncnc2sc(C)c(C)c12 (stereo not given)	-5	0.0	2.2	-7
COc1ccc(OCCNC(=O)c2sc3ccccc3c2Cl)cc1	-14	0.1	1.0	3
COc1ccc(C2C(C#N)=C(N)Oc3c2sc2ccccc32)c2ccccc12 (stereo not given)	12	0.2	-1.2	3
O=C(Nc1ccc2oc(-c3ccc(F)cc3Cl)nc2c1)c1cc([N+](=O)[O-])ccc1Br	-2	0.1	0.8	21
CCC(C)NC(=O)c1cn(C)c2ccc(S(=O)(=O)N(CC)CC)cc2c1=O (stereo not given)	14	0.0	0.2	-3
O=C(CN1CCN(c2ccc(F)cc2)CC1)Nc1ccc(F)cc1F	-6	0.0	0.9	-7
O=c1[nH]c2ccc(S(=O)(=O)N3CCc4ccccc43)cc2[nH]c1=O	8	0.5	0.8	-3
CCSC1=NCCN1C(=O)C(C)(C)Oc1ccc(Cl)cc1	2	-0.1	-0.5	-5
O=C(CNCc1cccs1)Nc1ccc(N2CCCC2)cc1	-2	-0.1	-0.3	-5
COc1ccccc1CC(=O)NCCCc1ccccc1	4	0.0	0.9	2
Cc1ccccc1OCCSc1nc2ccccc2n1CC(O)CO (stereo not given)	16	0.1	0.9	0
CC(=O)Nc1ccc(NC(=O)C2CCCN2/C=C/C(=O)C(F)(F)F)cc1 (stereo not given)	6	0.0	-1.0	12
CC(C)(C)c1ccc(C(=O)Nc2ccc(S(=O)(=O)N3CCCCCC3)cc2)cc1	7	0.5	-1.8	14
CCN(CC)CCn1c2c(c(SCC(=O)Nc3ccc(C)cc3)nc1=O)CCCC2	10	0.0	-1.0	2
O=C1CCCN1CCn1cnc2c(NCCN3CCOCC3)nc(N3CCCC3CO)nc21 (stereo not given)	-2	-0.1	0.1	2
Cc1cnc(NCc2cccnc2)nc1NCCc1ccc(O)cc1	4	-0.1	4.4	3
CN(c1cccc(NC(=O)CSCc2c(F)cccc2Cl)c1)S(C)(=O)=O	-2	-0.1	-0.4	5
S=c1oc(-c2ccccc2)nn1CN1CCCC1	4	0.1	-0.3	0
Nc1cc(N)nc(Sc2ncnc3ccccc23)n1	-22	0.3	-0.2	-10
CC(C)(CNS(=O)(=O)c1ccc2ccccc2c1)N1CCOCC1	12	0.2	-1.2	-14
COc1ccc(C(C)C)cc1-c1cnc2[nH]c(=O)n(Cc3ccccn3)c2n1	17	0.2	0.3	-6
O=C(O)CCC(=O)Nc1ccc(C(=O)Nc2ccc(Cl)cc2Cl)cc1	-18	0.0	-1.3	3
O=C1OC(c2ccccc2Cl)=N/C1=C\c1ccccc1Br	19	0.0	0.6	5
CCCn1c(C(O)c2ccc(OCC)cc2)nc2ccccc21 (stereo not given)	10	0.0	-0.5	6
O=C(NC1CCCC1)C1CCCN1C(=O)Nc1ccccc1[N+](=O)[O-] (stereo not given)	2	0.0	-0.2	3
Cc1ccc(NC(=O)c2cc3ccccc3oc2=O)cc1C	4	-0.1	0.1	-44
O=C(c1cn(-c2ccc(Cl)cc2)c(=O)c2ccccc12)N1CCN(c2ccccc2F)CC1	-11	0.0	-0.3	-9
CCOC(=O)c1c(NC(=O)c2ccc(Cl)c(Cl)c2)sc(C(C)=O)c1C	6	0.4	1.1	3
CN(Cc1ccccc1)C(=O)CNC(=O)Cn1cnc2sc3c(c2c1=O)CCCC3	4	-0.1	1.4	11
Cc1ccc(NC(=O)NC2(C(F)(F)F)Oc3ccccc3O2)c(Br)c1	11	0.7	-1.7	-2
CCCCn1c(=O)c2c(nc3n2CC(C)CN3c2ccc(OC)cc2OC)n(C)c1=O (stereo not given)	3	-0.3	0.7	-8
Cc1ccc(C)c(Nc2nc(NCc3ccco3)nc3nccnc23)c1	0	0.3	-2.0	-1
CC1=CC(=O)C=C(C)C1=NOS(=O)(=O)c1ccccc1	42	0.4	-1.5	10
COc1cc(/C=C2/C(=N)N3OC(C)=CC3=NC2=O)ccc1OCc1ccc(F)cc1	3	-0.2	-1.8	-36
Cc1ccc(-c2csc(NC(=O)CCN3C(=O)c4ccccc4C3=O)n2)cc1	6	-0.1	0.7	-2
CC(C)(CO)NCC(O)COc1ccccc1Cl (stereo not given)	1	0.2	0.3	5
CCOc1ccccc1C(=O)Nc1c(C(=O)Nc2ccccc2F)oc2cccnc12	9	0.0	-0.1	42*
Cc1c(Cl)cccc1NC(=O)N[C@H]1C[C@H]2C(=O)N[C@@H](Cc3ccccc3)C(=O)N2C1	10	0.1	-0.3	-5
CCCS(=O)(=O)N1CCCc2ccc(NC(=O)NCCc3ccc(OC)cc3)cc21	-10	-0.1	0.3	5
COC(=O)c1ccc(/C=N/n2c(-c3ccccn3)n[nH]c2=S)cc1	36	-0.5	-1.2	-5
O=C(OCCOc1cccc(Br)c1)c1ccc[n+]([O-])c1	1	-0.1	1.0	0
Cc1ccc(-c2nc3cc(NC(=O)c4ccc([N+](=O)[O-])o4)ccc3o2)cc1Br	16	0.0	0.1	9
COc1ccc(C2CC(=O)C3=C(C2)NC(C)=C(C(=O)OC2CCCC2)C3c2ccc(OC)cc2)cc1 (stereo not given)	21	0.6	0.5	9
O=[N+]([O-])c1cccnc1NCc1ccc(Cl)c(Cl)c1	-4	-0.2	0.5	7
Cc1cc(N2CCN(c3ncccn3)CC2)nc2c(C)cccc12	-1	-0.1	0.0	-2
O=C(Nc1ccc(Cl)c(Cl)c1)Nc1ccc(Cl)cn1	-8	0.1	0.4	6
Cc1ccccc1C(=O)N(Cc1ccc(Br)cc1)c1ccc(I)cc1	-8	0.1	-0.7	0
O=C1CC[C@@H]2CN(Cc3ccccn3)CC[C@@H]2N1Cc1ccc(F)cc1	3	-0.1	-0.3	1
CCOC(=O)C1CCN(C(C)C(=O)N2CCCc3c2c(=O)oc2ccc(O)cc32)CC1 (stereo not given)	9	0.0	0.1	3
CC(=O)NCCc1nc2ccccc2n1CCCOc1ccc(Cl)cc1	-23	-0.5	-0.1	10
CCOc1ccc(C(=O)Nc2cc(C)ns2)cc1	3	-0.1	-0.2	-57
CCOC(=O)CSc1nc2sc3c(c2c(=O)n1-c1ccc(OC)cc1)CCC(C(C)(C)C)C3 (stereo not given)	-12	0.3	2.8	-10
CC1C2CC(C(C(Nc3ccccc3)c3ccccc3)C2O)C1(C)C (stereo not given)	3	-0.1	1.0	2
COc1ccc(C(=O)OC2CCCCC2=O)cc1OC (stereo not given)	5	0.1	-0.9	8
O=C(CCn1c(=O)sc2ccccc21)Nc1ccccc1	0	0.0	0.3	-37
The listing continues:
SMILES	MITF primary	FBW7 act	GPR151 activ	TEAD-YAP inh
CCn1c(-c2cc3ccccc3cc2O)n[nH]c1=S	-7	0.3	2.4	1
COC(=O)CNC(=O)C(NC(=O)c1ccc(Cl)cc1)C(C)C (stereo not given)	8	0.1	0.5	0
O=C(COc1cc(Cl)ccc1Cl)Nc1ccc(F)cc1	13	0.8	0.3	-34
O=C(CSc1nnc2ccccn12)NCc1ccco1	-5	-0.2	-1.4	1
CCOC(=O)COc1ccc2c(=O)c(-c3ccc(OC)c(OC)c3)c(C(F)(F)F)oc2c1	5	-0.2	-0.6	8
CCOc1cc(NC(=O)c2ccccc2)c(OCC)cc1N	9	-0.1	-1.0	7
O=C(Nc1cc(C(=O)Nc2ccc(S(=O)(=O)O)cc2S(=O)(=O)O)cc(C(=O)Nc2ccc(S(=O)(=O)O)cc2S(=O)(=O)O)c1)Nc1cc(C(=O)Nc2ccc(S(=O)(=O)O)cc2S(=O)(=O)O)cc(C(=O)Nc2ccc(S(=O)(=O)O)cc2S(=O)(=O)O)c1	24&15	-0.2&-0.3	-1.6&-1.0	-9
COc1ccc(CNC(CO)C23CC4CC(CC(C4)C2)C3)cc1 (stereo not given)	0	0.1	1.3	2
N#Cc1ccc(C(=O)Nc2ccc(Cl)cc2)c(F)c1	-1	1.5	-1.0	-30
Cc1noc(C)c1-c1nc2ncnc(NCc3ccccc3)c2[nH]1	0	0.0	4.7	-4
CCOc1cc(C2C(C(=O)OC)=CN(C3CC3)C=C2C(=O)OC)ccc1O	-1	-0.1	1.1	-3
Cc1cc(Nc2ccc(N3CCOCC3)cc2)nc(Nc2nc3ccccc3n2C)n1	7	-0.3	1.1	42*
COc1ccc(Br)cc1C(=O)ON1C(=O)c2ccccc2C1=O	1	-0.1	1.0	-4
CC(C)CNC(=O)c1ccc2snnc2c1	14	0.1	-1.6	7
O=c1[nH]cnc2nn(-c3ccccc3)nc12	4	0.3	-4.0	2

Laid out differently: four of the compounds above
COc1ccc(Br)cc1C(=O)ON1C(=O)c2ccccc2C1=O
  MITF primary = 1	FBW7 act = -0.1	GPR151 activ = 1.0	TEAD-YAP inh = -4
N#Cc1ccc(C(=O)Nc2ccc(Cl)cc2)c(F)c1
  MITF primary = -1	FBW7 act = 1.5	GPR151 activ = -1.0	TEAD-YAP inh = -30
O=c1[nH]cnc2nn(-c3ccccc3)nc12
  MITF primary = 4	FBW7 act = 0.3	GPR151 activ = -4.0	TEAD-YAP inh = 2
CC(C)CNC(=O)c1ccc2snnc2c1
  MITF primary = 14	FBW7 act = 0.1	GPR151 activ = -1.6	TEAD-YAP inh = 7

New compounds follow.
SMILES	MITF primary	FBW7 act	GPR151 activ	TEAD-YAP inh
Cc1cc(NC(=O)C(C)(C)C)ccc1NC(=O)c1ccco1	1	-0.3	0.0	-38
CCOC(=O)C1C(=O)C=C(c2ccco2)CC1c1ccc(F)cc1 (stereo not given)	5	-0.2	1.4	2
COc1ccc(CCN2C(=O)C3C4CC(=O)C(c5ccccc54)C3C2=O)cc1OC (stereo not given)	-2	0.0	-0.9	3
CC(C)n1c(Nc2ccc(N3CCOCC3)cc2)nc2c(N)ncnc21	1	-0.2	-0.3	-6
Cc1ccc(-c2cccc(NC(=O)Cn3c(=O)n(C)c4ncccc43)c2)o1	4	-0.1	0.3	8
COCCNCC(=O)Nc1ccc2c(c1)OCCO2	22	-0.1	0.5	1
Cc1ccc(NC(=O)c2cc3ccccc3o2)c(Br)c1	-12	-0.1	-1.2	-28
O=C(COC(=O)c1cccc([N+](=O)[O-])c1)c1ccc(Br)cc1	18	0.0	1.6	-1
CC(=O)Oc1ccc(C(=O)Nc2ccc3c(c2)C(=O)N(c2ccccc2)C3=O)cc1	8	0.0	0.7	-9
O=C(Cc1ccc(Cl)cc1)OCC(=O)c1ccccc1	-12	-0.1	0.2	-1
CCN1C(=O)S/C(=C/c2ccc(OCC(=O)OC)cc2)C1=O	9	-0.1	0.8	9
O=c1oc2cc(O)ccc2cc1-c1nnc(Nc2ccccc2F)s1	0	0.4	-1.2	-50
COC(=O)Cn1c(=S)[nH]c2ccccc2c1=O	8	0.1	-0.9	10
O=C(CCc1ccccc1)Nc1ccc2nc(SCC(=O)NC3CCCCC3)sc2c1	-4	0.1	-0.9	-9
Cc1ccc2[nH]c3nc4nnc(SCC(=O)O)n4nc3c2c1	11	0.0	0.6	2
Cc1ccc2cc(C#N)c(N3CCCN(S(=O)(=O)c4ccccc4)CC3)nc2c1C	13	1.2	-0.5	-14
CN(CC(=O)NC1CCCC1)S(=O)(=O)c1cccc2nsnc12	16	0.3	-0.3	-3
COc1ccccc1C(=O)NNC(N)=S	-8	-0.1	0.5	-9
Cc1csc2nc(CSCc3cc(=O)oc4cc5c(cc34)CCC5)cc(=O)n12	4	0.1	0.7	3
COc1cc(C(=O)Nc2sc3c(c2C#N)CC(C)CC3)cc(OC)c1OC (stereo not given)	9	0.0	-0.7	-1
Cc1cc(NC(=O)c2ccc(Br)o2)no1	5	-0.1	-1.2	-14
CCC(C)(NC)c1nnnn1-c1ccc(C)cc1 (stereo not given)	-6	0.0	-1.2	-5
c1csc(CNc2ccc3ncc(-c4ccc5[nH]ccc5c4)n3n2)c1	8	0.1	3.8	-10
CN(CCc1ccccc1)C1CCCN(C2CCN(Cc3cccnc3)CC2)C1 (stereo not given)	-4	-0.1	2.1	-4
Cc1cc(C(F)(F)F)nn1CC(=O)Nc1ccccc1C(F)(F)F	5	0.0	0.2	3
CCOc1ccccc1NS(=O)(=O)c1c[nH]c2ccc([N+](=O)[O-])cc12	3	0.4	0.3	-3
CC(=O)c1ccc(N2CCN(C(=O)c3cc(F)c(F)cc3C)CC2)c(F)c1	-4	0.0	1.9	0

Rewritten as a markdown table: part of the list above.
| molecule | MITF primary | FBW7 act | GPR151 activ | TEAD-YAP inh |
| --- | --- | --- | --- | --- |
| Cc1cc(C(F)(F)F)nn1CC(=O)Nc1ccccc1C(F)(F)F | 5 | 0.0 | 0.2 | 3 |
| CCC(C)(NC)c1nnnn1-c1ccc(C)cc1 (stereo not given) | -6 | 0.0 | -1.2 | -5 |
| Cc1ccc2cc(C#N)c(N3CCCN(S(=O)(=O)c4ccccc4)CC3)nc2c1C | 13 | 1.2 | -0.5 | -14 |
| CCOc1ccccc1NS(=O)(=O)c1c[nH]c2ccc([N+](=O)[O-])cc12 | 3 | 0.4 | 0.3 | -3 |
| CC(=O)c1ccc(N2CCN(C(=O)c3cc(F)c(F)cc3C)CC2)c(F)c1 | -4 | 0.0 | 1.9 | 0 |
| CN(CC(=O)NC1CCCC1)S(=O)(=O)c1cccc2nsnc12 | 16 | 0.3 | -0.3 | -3 |
| c1csc(CNc2ccc3ncc(-c4ccc5[nH]ccc5c4)n3n2)c1 | 8 | 0.1 | 3.8 | -10 |
